SIRT5 block – inhibitors of human sirtuin-5 desuccinylase | Q9NXA8 | Purified SirT5, succinyl-peptide AMC, trypsin-coupled fluorescence | inhibition, % at 15 µM | 330,000 compounds, 1.1% hits | AID 652115; in the data active = inhibition above about 15%
Target sequence (Q9NXA8 whole entry, looked up): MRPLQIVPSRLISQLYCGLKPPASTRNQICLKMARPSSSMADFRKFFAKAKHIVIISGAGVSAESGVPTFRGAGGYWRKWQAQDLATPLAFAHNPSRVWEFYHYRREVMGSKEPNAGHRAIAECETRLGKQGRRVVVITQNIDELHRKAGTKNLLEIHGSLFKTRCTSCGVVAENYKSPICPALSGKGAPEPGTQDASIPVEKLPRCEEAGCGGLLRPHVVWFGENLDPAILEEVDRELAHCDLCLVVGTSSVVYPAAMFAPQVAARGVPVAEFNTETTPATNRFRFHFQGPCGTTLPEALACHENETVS
C2C12 statin – protects C2C12 myotubes from simvastatin toxicity; ATP luminescence, 48 h; scaled: DMSO 0, geranylgeraniol control 100; rescue of ATP level, % at 7.49 µM; 330,000 compounds, 0.78% hits;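 active = mean ATP rescue above about 67%, or every replicate alone reaching that limit, limit read from the data, passing the limit was not always enough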;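 note: myotubes were challenged with 10 µM simvastatin during compound exposure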
miR122 inh – inhibitors of miR-122 in Huh7 cells. Huh7 miR-122 Renilla luciferase sensor, 48 h; neutral wells = 0, positive control = 100. activation (reporter increase), % at 12.5 µM. 340,000 compounds, 0.3% hits. AID 602342;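 active = mean replicate activation score at least 90 and every replicate individually at or above 90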;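 note: higher luciferase means less miR-122 activity so hits act as miR-122 inhibitors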
Cneo AK release – Cryptococcus neoformans lysis via adenylate kinase release. C. neoformans lysis, adenylate kinase release luminescence, 4 h; normalised: neutral wells 0, clomiphene wells 100. lysis activity, % at 15 µM. 360,000 compounds, 0.2% hits;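 active = mean lysis activity across replicates of at least 80%, whatever share of replicates individually reach that level; inactive = mean lysis activity below 80%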
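Material: C. neoformans cells; Schedule: 4 h static compound exposure, 37 °C, read 1 h post-reagent; Measured by: adenylate kinase release luminescence; Read-out: signal increase indicating cell lysis; Controls: Clomiphene as positive lysis control.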
ARNT-TACC3 inh – disruptors of human ARNT/TACC3 interaction. Q9Y6A5. AlphaScreen His-ARNT PAS-B/GST-TACC3 binding, luminescence; TACC3 fragment carries E629A point mutation. inhibition, % at 9.99 µM. 390,000 compounds, 0.66% hits;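 active = mean inhibition of replicates at least 50% and at least half of replicates each reaching 50%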;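 note: 0% = complete ARNT plus TACC3 wells and 100% = ARNT alone without TACC3; many hits fall short of the cut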
ERp5 inh – inhibitors of human ERp5. Q15084. ERp5 insulin aggregation, absorbance 650 nm, 90 min. inhibition, % at 9.99 µM. 350,000 compounds, 0.05% hits. AID 651711;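 active = mean replicate inhibition above about 25%, with every replicate also reaching it, limit read from the data, passing the limit was not always enough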
Target sequence (Q15084 whole entry, looked up): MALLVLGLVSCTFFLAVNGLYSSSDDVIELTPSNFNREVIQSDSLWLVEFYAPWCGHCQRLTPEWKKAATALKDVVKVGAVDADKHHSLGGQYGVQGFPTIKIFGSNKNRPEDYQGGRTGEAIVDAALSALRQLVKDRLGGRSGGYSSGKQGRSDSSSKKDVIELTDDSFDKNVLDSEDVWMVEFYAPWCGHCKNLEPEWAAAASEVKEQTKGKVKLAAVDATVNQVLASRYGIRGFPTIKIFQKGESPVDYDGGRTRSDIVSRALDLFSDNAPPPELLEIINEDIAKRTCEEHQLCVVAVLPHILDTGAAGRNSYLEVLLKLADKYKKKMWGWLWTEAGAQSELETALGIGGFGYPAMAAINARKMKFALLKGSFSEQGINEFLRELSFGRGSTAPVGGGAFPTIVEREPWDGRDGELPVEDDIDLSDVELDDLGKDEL
esBAF inh – blocks esBAF chromatin remodeling in mouse ES cells; Bmi1-luciferase knock-in reporter, 24 h; 100% = twice the neutral-well signal; reporter increase, % at 12.5 µM; 350,000 compounds, 2% hits; AID 602393; in the data active = activation above about 40%;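 note: 0% = median of the plate's neutral control wells and 100% = double that signal; a rise in the Bmi1 reporter signal indicates esBAF inhibition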
* marks the source's active call; other numbers are inactive results; . = not tested or not shown; & = joins results of further samples; [ ] = remark or other dose.

Structure	ARNT-TACC3 inh	Cneo AK release	ERp5 inh	C2C12 statin	esBAF inh	SIRT5 block	miR122 inh
Cc1ccc(S(=O)(=O)Nc2cccc3c2O[C@@H](CN(C)CC2CC2)[C@@H](C)CN([C@@H](C)CO)C3=O)cc1	1	-4	-1	1	-4	-2	-8[16.7 µM]
CC(=O)c1cccc(OC(=O)C2=CC=CN3CCS(=O)(=O)N=C23)c1	-11	0	-2	3	0	-4	-5
Cc1c2cnn(CC(=O)NCc3ccccn3)c(=O)c2c(C)n1Cc1ccc(Cl)cc1	13	-3	1	40	4	-1	-6
CCOc1ccc(-c2nc(N)ncc2-c2ccccc2)c(O)c1	0	-2	.	22	-10	.	-6
CCOc1ccc2oc(C(=O)OCC(=O)N3C(C)CCCC3C)c(C)c2c1 (configuration not stated)	-5	-1	5	5	13	-4	.
COc1ccc(C(=O)N2CC(c3ccc(Cl)cc3)CC2=O)cc1 (configuration not stated)	.	-3	-1	.	.	-2	0
Cc1ccc(NC(=S)Nc2cccc3ccccc23)cc1	16	2	0	14	15	-1	17
CCCNC(=O)[C@H]1[C@H](CO)[C@H]2Cn3c(ccc(-c4ccc(F)cc4)c3=O)[C@H]2N1CCC	0	49	-1	12	0	3	.
CCC(=O)N1[C@@H]2Cn3c(ccc(-c4cncnc4)c3=O)[C@H]1[C@@H](C(=O)N1CCc3ccccc3C1)[C@@H]2CO	0	0	3	-6	-7	-57	-3[16.7 µM]
CC(=O)NS(=O)(=O)c1ccc(NC(=O)/C=C/c2ccccc2)cc1	6	.	3	-6	5	-2	-5
O=C(CN1C(=O)c2ccccc2S1(=O)=O)NCCSC1CCCCC1	-22	-3	.	.	-15	.	-7
C[C@H](CO)N1C[C@H](C)[C@@H](CN(C)C(=O)Nc2cccc(F)c2)OCc2cnnn2CCCC1=O	-6	4	-3	2	1	-4	-7[16.7 µM]
COc1ccccc1NC(=O)c1ccc(-n2cccn2)nc1	-2	-4	.	-4	0	.	-1
C[C@H]1CCCCO[C@@H](CN(C)S(=O)(=O)c2ccc(Cl)cc2)[C@@H](C)CN([C@@H](C)CO)C(=O)c2cc(NS(=O)(=O)c3ccccc3)ccc2O1	.	1	-1&-7	16	5	3	-6
COc1ccccc1CNC(=O)C[C@H]1C[C@@H]2c3cc(NC(=O)CN(C)C)ccc3O[C@@H]2[C@H](CO)O1	0	-4	0	2	8	-3	-6[16.7 µM]
COC(=O)c1cc(S(=O)(=O)NCC2CCN(Cc3ccccc3F)CC2)c[nH]1	-11	2	0	-1	0	13	-2
Cn1cnc(CCNC(=O)C[C@@H]2CC[C@@H]3[C@H](COC[C@H](O)CN3C(=O)C3CCCC3)O2)c1	9	-6	0	-2	-4	24*	2[16.7 µM]
O=C(NCC[C@H]1CC[C@@H](NC(=O)C2CC2)[C@@H](CO)O1)Nc1ccc(C(F)(F)F)cc1	-3	-9	1	-17	4	14	.
CCn1cc(/C=C(\NC(=O)c2ccc(C)cc2)C(=O)NCCN2CCOCC2)c2ccccc21	0	2	1	1	-7	4	6
COc1ccc(NCc2nnc(SCC(=O)Nc3cc(C(F)(F)F)ccc3Cl)o2)cc1	-4	.	.	.	-3	.	7

More results.
Structure	ARNT-TACC3 inh	Cneo AK release	ERp5 inh	C2C12 statin	esBAF inh	SIRT5 block	miR122 inh
Cc1nc(NC(=O)c2ccccc2O)sc1C	-28	-1	3	3	35	-1	.
COc1cc(NC(=O)c2cccc(NC3=NC4CS(=O)(=O)CC4S3)c2)cc(OC)c1OC (configuration not stated)	-3	1	-4	7	-6	-16	-4
O=S(=O)(c1cccc2nsnc12)N1CCN(Cc2ccccc2)CC1	3	-1	0	7	0	-5	-4
COC(=O)c1ccc(NC(=O)Cn2nnc3ccccc32)cc1	5	0	.	.	71*	.	-4
CC(=O)C[C@H]1c2cc(C(F)(F)F)ccc2S(=O)(=O)N1Cc1ccccc1	.	-2	-1	-1	0	-4	.
Cc1ccc(Nc2nc3c([nH]2)c(=O)n(C)c(=O)n3C)cc1	-3	7	.	37	6	.	3
Cc1oc(-c2ccccc2)cc1C(=O)NCc1ccncc1	-1	.	0	.	.	-4	.
O=C(c1ccccc1F)N1CC[C@H]2[C@H](CO)Nc3ccc(Br)cc3[C@H]21	1	-7	-1	10	-1	1	-3[16.7 µM]
N#Cc1cnc2nc1NCCCCCCC2	.	1	0	2	3	-2	-9
N#Cc1sc(NCc2ccccc2)nc1Cl	-9	.	5	.	.	2	.
O=C(CCN1CCCCCC1)Nc1ccc2c(c1)OCCO2	-8	-4	-45	8	2	0	8
CCCc1nnc(NC(=O)C2CC(=O)N(CCc3ccc(F)cc3)C2)s1 (configuration not stated)	2	4	5	15	-10	-6	.
CC(C)CCNC(=O)c1onc(CSc2ccccc2)c1C(=O)NCCC(C)C	-23	1	3	-1	-9	1	-1
CC/C(=N\NC(=O)C1CC1)c1cccc(Cl)c1	-4	.	1	.	.	-3	.
CCOC(=O)C(=CNc1nc(-c2ccccc2)c(C(=O)Nc2ccc(-c3ccccc3)cc2)s1)C(=O)OCC	6	2	1	-106	1	-3	.
O=C(NC(c1ccccc1)c1ccccc1)N1CCOCC1	0	.	-1	.	.	-1	.
Cc1ccc(S(=O)(=O)NCCNC(=O)CN2CCOCC2)cc1	0	3	3	4	-3	0	-4
COc1cc(/C=C/C(=O)CC(=O)/C=C/c2ccc(O)c(OC)c2)ccc1O	3	-1	-5	5	-4	0	-1
Cc1ccc(S(=O)(=O)c2c(N)n(C)c3nc4ccccc4nc23)cc1	13	37	.	51	2	.	65
COCc1cn(CC[C@@H]2CC[C@H](NC(=O)Nc3ccccc3)[C@@H](CO)O2)nn1	-23	-1	1	-5	0	2	.

Arranged by the number under ERp5 inh (low to high): 3 from the list above.
Compound | ERp5 inh
CC(=O)C[C@H]1c2cc(C(F)(F)F)ccc2S(=O)(=O)N1Cc1ccccc1 | -1
COCc1cn(CC[C@@H]2CC[C@H](NC(=O)Nc3ccccc3)[C@@H](CO)O2)nn1 | 1
N#Cc1sc(NCc2ccccc2)nc1Cl | 5

Continuation.
Structure	ARNT-TACC3 inh	Cneo AK release	ERp5 inh	C2C12 statin	esBAF inh	SIRT5 block	miR122 inh
COc1ccc(S(=O)(=O)Nc2ccc3c(c2)C(=O)N([C@H](C)CO)C[C@@H](C)[C@H](CN(C)C(=O)Nc2ccc(C(F)(F)F)cc2)OCCCC[C@@H](C)O3)cc1	0	45	-5	.	9	2	-15[16.7 µM]
Brc1ccc(CNc2ccc3ncccc3c2)cc1	-11	-2	5	-17	30	-2	-2
CC(C)C(NS(=O)(=O)c1ccccc1)C(=O)NC1CCCC1 (configuration not stated)	-21	1	-1	.	.	0	-5
O=C(c1cccs1)N1CCN(C/C=C/c2ccccc2)CC1	3	1	.	-4	4	.	-2
CO[C@H]1CN(C)C(=O)c2cc(NC(C)=O)ccc2OC[C@H](C)N(Cc2cccc(F)c2)C[C@H]1C	8	48	-1	3	-15	-8	.
Cc1noc(C)c1S(=O)(=O)Nc1cccc2c1O[C@H](CN(C)S(=O)(=O)c1ccc(F)cc1)[C@H](C)CN([C@H](C)CO)C2=O	-11	-1	-4	-2	1	-2	-2[16.7 µM]
CCCCC(=O)NC(=S)NNC(=O)CC	.	2	.	-4	5	.	-4
CCCCc1nc2cc(C(=O)NCCc3c(C)n[nH]c3C)ccc2o1	-40	1	5	-2	5	-3	.
CCc1cc2c(C)ccc(C)c2nc1SCC(=O)Nc1cc(C)on1	-10	1	3	2	-1	-2	-2
CCOC(=O)NC(=O)c1cn(Nc2ncc(Cl)cc2C(F)(F)F)c(=O)[nH]c1=O	-2	1	3	8	-4	-3	-4
CCOC(=O)c1ccc(NCc2ccc(N(C)C)cc2)cc1	1	.	-7	13	25	0	-14
CCCCOC(=O)Nc1cccc(C(=O)OCC)c1	-6	-5	.	-1	12	.	-3
CC(Cc1cccs1)NC(=O)Nc1cccc(Cl)c1 (configuration not stated)	-12	3	.	-12	28	.	-3
CN1C(=O)c2cc(NC(=O)c3cccc(F)c3)ccc2OC[C@@H]2O[C@H](CC(=O)Nc3ccccc3)CC[C@@H]21	7	0	10	-89	13	3	-22[16.7 µM]
COc1ccccc1C1CCN(Cc2ccc3ccccc3c2)CC1	12	3	2	-6	-9	-8	.
COC(=O)c1c(C)oc2ccc(NS(=O)(=O)c3cc(OC)ccc3OC)cc12	-1	-2	.	121*	-8	.	3
COc1cccc(Cn2c(=O)c3ccccc3n3nc(C)cc23)c1	2	.	2	.	.	-1	.
CCOc1ccc(C(=O)N2CCCC2)cc1OC	-7	0	.	-18	0	.	-5
CCn1nc(C)cc1C(=O)Sc1ccc(Cl)cc1Cl	-43	16	-8	.	.	-2	-7
CNC[C@@H]1Oc2cc(C#CC(C)(C)O)ccc2S(=O)(=O)N([C@H](C)CO)C[C@H]1C	1	-2	7	2	-4	2	-2[16.7 µM]

Remaining list, next part:
Structure	ARNT-TACC3 inh	Cneo AK release	ERp5 inh	C2C12 statin	esBAF inh	SIRT5 block	miR122 inh
COc1ccccc1N(Cc1ccccc1)S(=O)(=O)c1cccc(C(=O)Nc2cc(C)ccn2)c1	4	-3	-1	-3	-52	-1	19
CO[C@@H]1CC[C@H]2CCN(C)C(=O)C[C@H](c3ccccc3)CN(C)C(=O)c3cc(C#N)ccc3OC[C@H]1O2	0	4	1	-2	-1	2	.
COCCN(C(=O)COC(=O)c1c(NC(C)=O)sc(C)c1C)c1c(N)n(Cc2ccccc2)c(=O)[nH]c1=O	0	.	5	.	.	2	.
CC1CCN(CC(C)CNC(=O)c2cc(-c3ccccn3)nc3ccccc23)CC1 (configuration not stated)	9	0	4	-9	2	-4	-4
CO[C@H]1CN(C)C(=O)c2cc(NC(=O)c3cc(C)on3)ccc2OC[C@@H](C)N(C(=O)C2CC2)C[C@@H]1C	-5	-2	2	-4	0	-2	-1[16.7 µM]
CCc1ccc(NC(=O)c2ccc(F)c(S(=O)(=O)N(CC)c3ccccc3)c2)cc1	-4	-10	.	-19	21	.	20
COc1ccc(C(=O)Nc2ccc(Cl)c(Cl)c2)c(OC)n1	0	-1	.	.	66*	.	10
C[C@@H]1CN([C@@H](C)CO)C(=O)c2cc(C#C[C@@H](C)O)cnc2O[C@H]1CN(C)CC1CCCCC1	-5	1	.	9	-2	0	4[16.7 µM]
C[C@@H]1CN([C@H](C)CO)C(=O)CCCn2nncc2CO[C@@H]1CN(C)S(=O)(=O)c1ccc(-c2ccccc2)cc1	-4	0	1	2	7	-15	-1[16.7 µM]
Cn1cc(C(=O)N2CCCCCC2)c(=O)c2cc(S(=O)(=O)N3CCCCC3)ccc21	-2	0	-2	2	-4	7	-10
CN1C(=O)c2cc(NC(=O)NC3CCCC3)ccc2OC[C@H]2O[C@H](CC(=O)NC3CCC3)CC[C@H]21	.	.	.	7	3	.	4[16.7 µM]
Cc1noc(C)c1S(=O)(=O)Nc1cccc2c1O[C@@H](CN(C)C(=O)NC1CCCCC1)[C@@H](C)CN([C@H](C)CO)C2=O	-4	1	3	-27	2	0	0[16.7 µM]
Cc1ccc(C2=C/C(=C/c3cccnc3)C(=O)O2)c(C)c1	3	.	-7	.	.	-2	.
COc1ccc(S(=O)(=O)N2CCCCCC2)cc1NC(=O)Cc1cc(OC)c(OC)c(OC)c1	-3	-10	.	.	.	.	2
C[C@@H]1CN([C@@H](C)CO)C(=O)c2cc(-c3ccccc3)cnc2O[C@H]1CN(C)C(=O)c1cccc(F)c1	.	.	.	28	2	.	-9[16.7 µM]
COc1ccc(NC(=O)Nc2nnc(C(C)(C)C)s2)cc1	3	.	-1	.	.	-6	.
COc1ccccc1C(=O)O/N=C(/c1ccncc1)c1ccc([N+](=O)[O-])cc1	-17	.	5	.	.	-3	.
CCc1nc(NC(=O)c2sc(C)nc2C)sc1C(=O)OC	7	-3	0	0	8	6	-4
Cc1ccnc(NC(=O)CCc2c[nH]c3ccccc23)c1	26	2	2	7	34	0	1
OCCCNCc1ccc(-c2ccccc2)cc1	-1	0	7	1	-10	-1	3
